# NR2E3 ag-1 = NR2E3 agonists in two-hybrid cells, primary screen, cell-based, luminescence, CHO-S, Gal4-NCOR/VP16-NR2E3 | Photoreceptor-specific nuclear receptor (Homo sapiens), Q9Y5X4 | AID 602229, 2012 | inhibition of corepressor binding, % at 3.98 µM | luciferase | 360,000 tested, 0.35% active;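 active = inhibition above the mean of all tested compounds plus 3 SD, cut at about 70% in these data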;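 also: 0% = DMSO with NR2E3 transfected cells and 100% = cells lacking NR2E3 construct; higher means lower luciferase signal from less NR2E3 corepressor binding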
# Target sequence (Q9Y5X4 whole entry, looked up, the tested form may be a part): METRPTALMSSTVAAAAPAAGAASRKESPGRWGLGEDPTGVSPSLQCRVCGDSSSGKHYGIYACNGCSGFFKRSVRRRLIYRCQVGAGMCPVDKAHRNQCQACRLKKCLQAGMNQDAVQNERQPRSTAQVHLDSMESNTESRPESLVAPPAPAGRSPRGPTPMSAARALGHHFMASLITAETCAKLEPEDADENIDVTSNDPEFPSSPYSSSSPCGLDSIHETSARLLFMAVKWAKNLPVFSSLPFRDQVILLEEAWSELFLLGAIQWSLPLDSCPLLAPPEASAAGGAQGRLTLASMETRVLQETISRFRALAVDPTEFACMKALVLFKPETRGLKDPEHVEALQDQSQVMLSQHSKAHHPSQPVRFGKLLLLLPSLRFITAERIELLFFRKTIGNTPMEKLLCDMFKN
# C8 TRAIL sens = viability loss with TRAIL in NB7+C8 cells, primary screen, TRAIL sensitizer project, cell-based, ATPlite luminescence. inhibition (viability loss, TRAIL sensitization), % at 10 µM. 360,000 tested, 1% active;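 active = compounds causing at least 50% loss of cell viability in the single-dose screen, relative to plate controls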
# hiPSC survival = enhancers of single-cell hiPSC survival, primary screen, ATPlite luminescence | AID 602274, 2012 | 100% = ROCK inhibitor wells, 0% = DMSO | survival enhancement, % at 20 µM | 360,000 tested, 0.044% active; in the data active = survival enhancement above about 18%;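 also: cells exposed to compounds for 16 hours before the ATP read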
# MITF TRPM1 inh = inhibitors of MITF-dependent TRPM1 promoter reporter, primary screen, cell-based, SK-MEL-5, single point, luciferase | 330,000 tested, 0.83% active | SK-MEL-5 TRPM1 promoter luciferase, 24 h | inhibition, % at 12.5 µM;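 active = mean inhibition across replicates of 60% or more, whatever share of single replicates reaches that level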; also: values of inactives mirror those of a sister screen read the other way
# HIF-2a block = HIF-2a reporter inhibitors, primary screen, luminescence, 786-0 RCC cells | 786-0 RCC cells HIF-2a reporter, luciferase luminescence, overnight | inhibition, % at 18.8 µM | 360,000 tested, 0.72% active | AID 624352, 2012;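 active = inhibition of the luminescence signal of 40% or more relative to plate controls, in a single-dose primary screen at 18.75 µM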
# Shn3 inh set2 = reduction of Shn3 3'UTR firefly luciferase signal, primary screen, Schnurri-3 inhibitor project, cell-based, Clone20 osteoblasts, set 2. 360,000 tested, 0.52% active. Clone20 osteoblast Shn3 3'UTR firefly luciferase, 24 h. inhibition, % at 12.5 µM. AID 588674, 2011;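 active = mean inhibition of at least 75% with every replicate also reaching 75%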;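 also: 0% = median of neutral control wells and 100% = pilot-screen positive control compound; some compounds past the cut are filed as inactive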
# Peg3 promoter = Peg3 promoter-driven luciferase inhibitors, primary screen, cell-based, HeLa, luciferase luminescence; AID 588405, 2011; inhibition, % at 20 µM; HeLa PEG-Prom luciferase reporter, overnight; 360,000 tested, 1.7% active;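 active = inhibition of at least 50% at 20 µM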
# KKLEB tox = cytotoxicity in KKLEB CF airway cells, primary screen, cytotoxicity control for CF NF-kB inhibitor project, cell-based, uHTS, fluorescence assay plates. 360,000 tested, 0.36% active. AID 602141, 2011. activity change (cytotoxicity), % at 5 µM. KKLEB CF airway cells viability, ATPlite luminescence, overnight; hits give low values; cells stimulated with P. aeruginosa culture filtrate;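 active = corrected activity change at or below -50% at 5 µM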
# CF NFkB inh = inhibitors of PAF-induced NF-kB signaling, primary screen, cell-based, GFP fluorescence, uHTS; KKLEB NF-kB-GFP reporter, GFP fluorescence overnight; inhibition, % at 5 µM; 360,000 tested, 0.86% active;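 active = at least 50% inhibition at 5 µM, scaled per plate between neutral and stimulator controls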;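 also: PAF is a Pseudomonas aeruginosa culture filtrate used as stimulus; plate controls were PAF-stimulated DMSO wells for no effect and unstimulated DMSO wells for full effect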
# EBV LMP1 NFkB = EBV LMP1-driven NF-kappaB luciferase reporter inhibitors, primary screen, cell-based, luminescence, single point. inhibition, % at 12.5 µM. LMP1-induced NF-kappaB luciferase reporter cells. 350,000 tested, 0.69% active; in the data active = inhibition above about 41%;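 also: 0% = neutral control wells and 100% = reference inhibitor control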
# NR2E3 ag-2 = inhibitors of NR2E3-RetCOR corepressor binding, primary screen, NR2E3 agonist project, biochemical, TR-FRET, GST-NR2E3, biotin-RetCOR. 1536-well. 320,000 tested, 0.12% active. Photoreceptor-specific nuclear receptor (Homo sapiens), Q9Y5X4. inhibition of corepressor binding, % at 4.78 µM. AID 2300, 2010;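 active = percent inhibition above the cutoff of mean plus 3 SD of all tested compounds, set per screening campaign, cut at about 20% in these data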;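 also: 0% = DMSO wells and 100% = biotin wells as full block of FRET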
#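 Format: 1536-well format; test system: GST-NR2E3 and biotin-RetCOR proteins; read-out basis: percent inhibition of TR-FRET ratio; timing: 5 h incubation at 4 °C; detection: time-resolved FRET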
# Active calls of the source: *; . = not tested or not shown. This is a subset; rates above refer to the full screens.
SMILES,NR2E3 ag-1,C8 TRAIL sens,hiPSC survival,MITF TRPM1 inh,HIF-2a block,Shn3 inh set2,Peg3 promoter,KKLEB tox,CF NFkB inh,EBV LMP1 NFkB,NR2E3 ag-2
CCNC(=O)NC(=O)CSc1cccc(C(F)(F)F)c1,-9.4,8.6,2.8,8.3,-2.4,4.2,-0.1,-2.4,16.6,3.8,0.8
c1ccc(COc2ncnc3c2ncn3CCCN2CCN(c3ncccn3)CC2)cc1,41.2,2.1,-0.5,.,-3.1,3.4,12.3,-26.5,36.5,6.2,.
CC(=O)Cc1nsc(Nc2ccc(F)cc2)n1,-27.0,0.1,-0.5,-8.1,-68.6,-21.8,-55.5,-11.3,-10.9,-1.8,-1.8
CCc1nnc(SCC(=O)Nc2nccs2)n1CC,14.7,1.6,1.3,2.1,7.3,16.6,8.0,11.2,0.9,-6.6,1.5
CC(C)(C)c1nnc(NC(=O)C2CCN(c3ncccn3)CC2)s1,1.0,0.8,-2.6,-4.0,20.4,24.4,1.6,9.9,-4.8,-6.2,-5.1
CCN1CCN(c2ccc(NC(=O)COc3ccc([N+](=O)[O-])cc3)cc2)CC1,-20.8,-4.6,0.1,-11.7,10.0,7.0,-3.5,-11.7,11.5,3.9,3.5
CC(=O)Nc1cc2c(nc1C)nc(C)n2Cc1ccc(Br)cc1,-31.6,5.9,-2.8,2.4,2.8,-15.9,5.9,-5.4,-1.5,2.4,2.1
COc1ccc2cc(Br)ccc2c1CC(=O)N1CCCC1,22.5,-1.8,0.6,-4.5,19.7,16.8,44.1,1.9,-3.8,0.3,4.5
CC(C)Cn1c(SCC(=O)NC(=O)Nc2ccc3c(c2)OCCO3)nc2ccccc2c1=O,-23.0,-8.6,-1.1,3.7,-0.5,-12.0,9.5,-10.1,7.2,-0.1,2.5
C=CCn1c(SCC(=O)NC23CC4CC(CC(C4)C2)C3)nc2cc(C(=O)O)ccc2c1=O,0.1,-6.9,0.2,5.0,18.9,-3.2,9.2,7.0,-3.6,-5.3,-0.7
CCc1sc(NC(=O)COC)nc1-c1ccccc1,-2.9,-10.4,-0.5,1.8,-2.9,10.9,5.0,-0.6,5.8,6.6,1.1
COc1ccc(C=C2NC(=O)NC2=O)cc1O,-10.8,4.8,3.9,.,-0.4,6.0,-8.0,-15.0,-11.7,2.3,.
O=C(Nc1nccs1)c1ccccc1[N+](=O)[O-],-7.1,5.7,1.2,-5.6,4.0,1.7,6.1,1.6,-14.0,1.9,-5.3
CCc1ccc(N=Nc2ccc(O)c3[nH]cnc23)cc1,-67.0,30.1,-0.6,-28.3,-163.2,-75.8,-198.0,15.5,-92.8,-20.0,-1.1
COCCn1nnnc1C(c1ccccn1)N1CCN(c2cc(C)ccc2C)CC1 (configuration not stated),-10.0,-3.8,2.0,15.0,5.0,-9.9,9.0,-4.1,-20.4,4.6,-0.7
CCOc1ccc(OCC)c(NC(=O)C2CCCN(S(=O)(=O)c3cnc[nH]3)C2)c1 (configuration not stated),-13.3,13.3,1.6,5.1,-2.2,9.9,-3.4,-6.3,14.2,-1.5,1.0
COC(=O)Cn1cc(/C=N/NC(=O)COc2cccc3cccnc23)c2ccccc21,-6.9,-15.4,-1.8,0.3,-6.6,-11.5,0.4,10.1,-16.3,6.1,-1.6
O=C1CCC(=O)N1CCOP1(=O)COc2ccccc2OC1,-4.3,-17.4,0.7,-2.3,7.8,15.7,5.3,2.2,6.0,3.4,4.5
O=C(C1CCN(S(=O)(=O)c2ccccc2)CC1)N(CCc1ccccc1)Cc1ccco1,0.8,-8.3,-2.8,4.4,16.5,20.9,22.2,7.3,10.9,-3.8,4.9
Cc1cc(NC(=O)Cc2cccs2)no1,-7.4,1.1,2.1,15.8,15.2,-6.5,18.5,7.4,-5.9,-6.0,4.8
O=C(Nc1cccc([N+](=O)[O-])c1)c1ccn[nH]1,-58.8,0.0,0.0,-41.5,-104.3,-48.2,-171.2,13.6,-13.1,-14.3,0.6
CCCCC(CC)CNC(=O)CN1C(=O)NC2(CCc3ccccc32)C1=O (configuration not stated),-10.7,-3.8,-0.2,-3.5,1.9,4.7,1.7,1.3,8.4,0.8,-1.4
CC(Oc1ccc2c3c(c(=O)oc2c1)CCC3)C(=O)NCCCn1ccnc1 (configuration not stated),-16.1,-1.4,-0.2,-15.4,-10.2,-10.9,2.2,2.2,5.9,4.6,-3.1
COc1ccc(NC(=O)CCn2c(=S)[nH]c3ccccc3c2=O)cc1Cl,-9.9,9.0,5.0,.,-12.0,-2.6,0.1,-10.8,9.2,-34.2,.
COc1cc(C(=O)NCCNC(=O)c2cnccn2)cc(OC)c1OC,-8.0,-17.4,-0.2,8.2,5.3,-3.5,9.6,9.7,4.1,-4.0,-0.8
Cc1ccc(Cl)cc1N1C(=O)CC(Sc2ccccc2N)C1=O (configuration not stated),-11.8,-7.5,-3.2,.,5.3,23.1,-3.9,-13.9,17.7,-11.5,.
CC(C)c1ccc(N2C(=O)CC(Sc3nc4ccccc4o3)C2=O)cc1 (configuration not stated),-47.8,8.4,-0.6,-11.1,-54.4,-15.8,9.0,-7.3,2.5,17.6,-3.0
Cc1ccc(OCC(=O)Nc2sc3c(c2C#N)CCC3)cc1,11.4,2.3,-1.4,-108.0,-324.3,-122.0,-296.2,-3.6,3.7,-15.2,0.6
COc1cccc(CC(=O)Nc2nccs2)c1,-2.0,3.8,-1.1,-4.7,8.6,2.0,-1.9,-5.6,5.2,-0.5,-2.0
COc1ccc(Cl)cc1N(C(C)C(=O)NC1CCCC1)S(C)(=O)=O (configuration not stated),-4.3,-0.2,-1.0,5.0,12.6,11.2,0.2,12.2,-11.7,5.2,-0.5
CC(=O)Nc1ccc(NC(=O)CN(c2ccc(C(C)C)cc2)S(=O)(=O)c2ccccc2)cc1,-7.1,7.2,-3.1,-4.6,4.3,0.0,5.8,11.8,2.3,-5.0,0.3
COc1cccc(/C=N/NC(=O)c2ccc(-c3ccccc3)cc2)c1O,-33.7,0.1,-1.2,69.0*,12.0,91.2*,55.4*,2.1,2.1,57.3*,-0.1
CCCCN1CC[C@H]2C=CC[C@@H](C(=O)NCc3ccc(OC)cc3)[C@H]2C1=O,-25.9,-13.2,0.9,0.1,12.5,-3.2,-67.5,-7.9,-27.2,1.1,2.4
Cc1cc(C(=O)NCc2ccco2)no1,-3.6,18.1,-0.9,-9.7,-9.6,-16.5,16.5,0.4,0.3,-5.3,-0.4
COc1ccc(-c2ccnc(-c3ccc(OCCCF)cc3)n2)cc1,-28.8,20.4,0.3,4.9,-47.4,.,8.3,8.2,-13.8,-0.9,0.3
O=C(c1ccncc1)N1CCc2ccccc2C1,-1.9,12.8,-0.3,15.0,-13.1,-1.2,-10.0,9.5,-5.2,1.4,4.6
CCCCNC(=O)Oc1cccc(N2CCCC2=O)c1,-8.1,-17.3,3.6,9.0,4.1,3.6,-1.5,-0.7,0.3,-4.4,-1.5
O=C(c1ccc(F)c(S(=O)(=O)N2CCOCC2)c1)N1CCc2ccccc21,11.3,11.2,0.0,2.4,15.7,0.1,14.8,-16.1,14.5,3.3,5.6
CS(=O)(=O)c1ccc(Cl)c(NC(=O)CCCc2nc3ccccc3c(=O)[nH]2)c1,-36.2,-0.6,-0.3,2.3,3.7,4.5,-3.9,19.5,1.9,-3.6,2.1
C=C(C)CNC(=S)Nc1cccc2cnccc12,10.1,10.1,5.6,-0.6,15.9,-17.0,13.8,8.1,-9.0,2.2,1.1
Cc1cccc(C)c1OCCn1nnc2ccccc21,-25.6,-14.4,-0.8,-4.7,-3.8,12.7,-9.6,1.9,4.0,-10.5,4.2
O=C(NNC(=O)c1cccs1)c1ccc(Br)cc1,-34.0,8.2,-0.6,-29.7,-162.9,-50.7,-120.6,-22.9,11.7,-7.8,1.1
CC(=O)NCCn1c(SCc2ccc(C)cc2)nc2ccccc2c1=O,-18.5,-4.6,2.4,-10.6,13.0,6.0,10.9,-11.5,-3.7,0.1,1.1
Nn1c(Cc2ccccc2F)n[nH]c1=S,-28.6,-1.3,-0.8,4.8,5.6,0.3,4.1,-16.4,0.2,-7.6,3.2
CCCCSc1nc(C)cc(NC(=S)Nc2ccc(OC)cc2)n1,4.0,-9.0,5.8,-4.7,-29.3,-5.9,1.7,-0.2,4.7,7.6,2.2
CCn1cc(C(=O)O)c(=O)c2cnc(N3CCN(C(=S)NC(=O)c4ccc(Cl)cc4Cl)CC3)nc21,-39.0,-6.0,-0.4,8.5,7.3,29.0,17.8,7.9,-27.1,-11.4,5.6
O=C(CSc1nnc(Cc2cc(=O)[nH]c(=O)[nH]2)n1-c1ccc(Cl)cc1)NC1CCCC1,-2.9,-2.7,2.3,4.3,-5.7,3.3,-2.6,10.5,-24.7,2.0,3.6
Cc1ccc(-c2nn(-c3ccccc3)cc2C(=O)N2CCOCC2)cc1,8.8,6.8,-2.2,-28.6,13.4,-2.7,2.5,-3.3,-2.1,-9.6,2.2
COc1cccc(-c2noc(C3CCCN(C(=O)c4ccc(F)cc4)C3)n2)c1 (configuration not stated),-10.2,6.2,-0.3,14.0,-92.5,-3.0,-36.3,-11.5,6.8,-5.2,0.4
COc1ccc(C2C(C(=O)c3ccc(C)o3)=C(O)C(=O)N2c2cc(C)on2)cc1OC (configuration not stated),-29.6,9.3,1.9,-7.2,-8.0,-28.6,5.9,4.9,-1.3,2.4,3.9
COc1ccc(CN(Cc2cc3cc(C)ccc3[nH]c2=O)C(=O)N(C)C)cc1,-19.6,-17.6,3.8,1.1,25.3,-1.5,14.9,0.8,7.3,-0.9,0.6
Cc1cc(C)n(-c2ccc(C(=O)Nc3cccc([N+](=O)[O-])c3)cc2)n1,-23.8,12.5,-0.2,-12.1,-66.6,18.1,-21.4,19.0,-28.1,2.8,-0.5

# Reprinted at random: 3 records from the list
SMILES,NR2E3 ag-1,C8 TRAIL sens,hiPSC survival,MITF TRPM1 inh,HIF-2a block,Shn3 inh set2,Peg3 promoter,KKLEB tox,CF NFkB inh,EBV LMP1 NFkB,NR2E3 ag-2
CCCCNC(=O)Oc1cccc(N2CCCC2=O)c1,-8.1,-17.3,3.6,9.0,4.1,3.6,-1.5,-0.7,0.3,-4.4,-1.5
CCCCSc1nc(C)cc(NC(=S)Nc2ccc(OC)cc2)n1,4.0,-9.0,5.8,-4.7,-29.3,-5.9,1.7,-0.2,4.7,7.6,2.2
Cc1cc(C)n(-c2ccc(C(=O)Nc3cccc([N+](=O)[O-])c3)cc2)n1,-23.8,12.5,-0.2,-12.1,-66.6,18.1,-21.4,19.0,-28.1,2.8,-0.5
